IDE act – boosts human insulin-degrading enzyme activity in HEK cells; P14735; FAbeta-B cleavage, fluorescence polarization; 0% vehicle, 100% cell-free pure enzyme wells; activation, % at 5.96 µM; actives 0.073% (n = 340,000);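 active = activation above the mean of all tested compounds plus 3 SD, set per screening campaign, cut at about 17% in these data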
Target sequence (P14735 whole entry, looked up): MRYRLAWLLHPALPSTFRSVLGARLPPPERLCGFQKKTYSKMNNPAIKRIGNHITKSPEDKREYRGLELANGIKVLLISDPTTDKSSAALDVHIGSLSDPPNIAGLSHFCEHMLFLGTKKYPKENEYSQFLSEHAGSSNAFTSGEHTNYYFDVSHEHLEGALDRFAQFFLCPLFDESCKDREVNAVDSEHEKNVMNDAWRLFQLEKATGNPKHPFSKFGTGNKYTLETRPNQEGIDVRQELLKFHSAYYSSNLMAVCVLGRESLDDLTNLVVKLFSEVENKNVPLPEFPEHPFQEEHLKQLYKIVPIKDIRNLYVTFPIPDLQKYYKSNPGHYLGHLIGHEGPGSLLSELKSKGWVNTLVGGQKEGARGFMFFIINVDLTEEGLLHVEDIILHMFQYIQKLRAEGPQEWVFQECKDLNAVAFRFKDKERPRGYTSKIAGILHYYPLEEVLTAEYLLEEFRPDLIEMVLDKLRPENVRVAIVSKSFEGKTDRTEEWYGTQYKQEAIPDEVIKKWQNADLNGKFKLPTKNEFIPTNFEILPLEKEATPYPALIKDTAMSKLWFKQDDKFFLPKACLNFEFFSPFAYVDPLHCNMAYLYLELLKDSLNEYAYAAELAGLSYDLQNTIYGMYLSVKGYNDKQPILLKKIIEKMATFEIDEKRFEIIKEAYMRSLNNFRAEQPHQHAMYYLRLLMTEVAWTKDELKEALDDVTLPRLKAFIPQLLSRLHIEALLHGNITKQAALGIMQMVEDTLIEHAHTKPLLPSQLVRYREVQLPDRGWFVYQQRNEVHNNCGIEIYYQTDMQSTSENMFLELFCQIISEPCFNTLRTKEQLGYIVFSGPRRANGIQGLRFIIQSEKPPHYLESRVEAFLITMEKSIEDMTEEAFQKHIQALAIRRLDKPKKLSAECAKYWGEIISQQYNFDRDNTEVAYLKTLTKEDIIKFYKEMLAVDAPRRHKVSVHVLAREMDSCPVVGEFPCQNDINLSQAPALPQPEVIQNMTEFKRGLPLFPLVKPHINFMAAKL
An asterisk follows results filed as active.

IDE act,structure
1,Cc1cccc(OCC(=O)NNC(=O)CCN2CCN(c3ccccc3)CC2)c1C
4,COc1cc(C=CC(=O)c2cc(OC)c(OC)c(OC)c2)cc(OC)c1OC
3,Nc1ncnc2c1ncn2[C@@H]1O[C@H](CNCc2ccc(OCc3ccccc3)cc2)[C@@H](O)[C@H]1O
0,Cc1oc(=O)cc(OCc2ccccc2)c1C
4,Cc1ccc(C(=O)OCC(=O)N2CCCCCC2)cc1S(=O)(=O)N1CCOCC1
2,CC1CC(C)CN(C(=O)COC(=O)C2CCN(S(=O)(=O)c3ccc4c(c3)OCCO4)CC2)C1 (configuration not stated)
6,COc1ccccc1CCC(=O)Nc1cccc(S(=O)(=O)N2CCCCCC2)c1
4,Nc1c(C(=O)CSc2nncn2-c2ccccc2)c(=O)[nH]c(=O)n1C1CC1
-4,COc1ccccc1C(=O)NCC(=O)OCC(=O)NNC(=O)c1ccc(Br)cc1
1,CCOc1ccc(S(=O)(=O)/N=C(/Nc2ccc(C)c(S(=O)(=O)N3CCOCC3)c2)c2ccccc2)cc1
3,Cc1ccc(S(=O)(=O)N2CCCCC2)cc1NC(=O)c1cccs1
7,CCOC(=O)C(CO)NC(=O)C1(NC(C)=O)CCCC1 (configuration not stated)
4,Cc1ccc([C@H]2C(C(=O)O)=CC[C@@H](c3ccc(Cl)cc3)N2S(=O)(=O)c2ccccc2C)cc1
-2,COc1ccccc1OCCNC(=O)C(CCSC)NC(=O)c1ccccc1Cl (configuration not stated)
5,COc1cccc(OC)c1C(=O)OCC(=O)NC1CCCCCC1
2,Cc1ccc(NC(=O)CCCNC(=O)c2ccc(Cl)cc2)cc1S(=O)(=O)N1CCOCC1
3,CC[C@]12c3[nH]c4ccc(OC)cc4c3CCN1C(=O)C(CC(=O)NC(C)(C)C)C[C@@H]2C(=O)N1CCN(C(=O)c2ccco2)CC1 (some centres not stated)
0,Cc1ccc2nc(-c3ccccc3)cc(C(=O)NNC(=O)c3csc(N4CCOCC4)n3)c2c1
5,O=C(NC(CC(=O)N1CCN(c2ccccc2O)CC1)c1ccccc1)c1ccccc1Cl (configuration not stated)
0,COc1ccc(-n2c(C)cc(C(=O)COC(=O)c3ccc(O)cc3O)c2C)cc1
3,CSCc1c(C(=O)OCC(=O)NC2CCCCC2)oc2ccccc12
5,Nc1c(N(Cc2ccco2)C(=O)c2cccc(Cl)c2)c(=O)[nH]c(=O)n1Cc1ccccc1
-10,Cc1ccc(S(=O)(=O)N2CCN(c3ncnc4ccccc34)CC2)cc1
1,CCC(CO)Oc1cc(NC(=O)c2cccc(C)c2)c2ncn(C(C)C)c2c1 (configuration not stated)
2,O=S(=O)(NC1CCN(S(=O)(=O)c2c(F)cccc2F)C1)c1ccc2c(c1)OCCO2 (configuration not stated)
-1,O=S1(=O)CCN(c2ccccc2CC(c2c[nH]c3ccccc23)c2c[nH]c3ccccc23)CC1
-3,CC(=NNC(=O)c1ccc(NS(=O)(=O)c2ccc(Br)cc2)cc1)c1cccnc1
3,COc1cc(/C=C/C(=O)Nc2ccc(S(=O)(=O)Nc3ncccn3)cc2)ccc1OCC#N
-1,CC(=O)Nc1ccc(S(=O)(=O)N2CCn3cccc3C2C)cc1 (configuration not stated)
-3,COc1ccc(S(=O)(=O)NCC2(N3CCOCC3)CCCCC2)cc1OC
6,COC(=O)C1=C(C)N(Cc2ccccc2)C(=S)N[C@H]1c1cccc(C(F)(F)F)c1
6,O=C(CCN1C(=O)C2CCCCC2C1=O)N1CCN(S(=O)(=O)c2cccc(F)c2)CC1 (configuration not stated)

As entered above:
Cc1ccc(S(=O)(=O)N2CCCCC2)cc1NC(=O)c1cccs1 in IDE act reads 3
Nc1c(N(Cc2ccco2)C(=O)c2cccc(Cl)c2)c(=O)[nH]c(=O)n1Cc1ccccc1 in IDE act reads 5

Later entries
IDE act,structure
-6,CCCSc1ccc([C@@H]2[C@H]3C(=O)N(CC)C(=O)[C@H]3[C@]3(C(=O)OC)CCCCN23)cc1
0,Cc1sc(NC(=O)CCS(=O)(=O)c2ccccc2)c(C#N)c1C
3,Cc1cccc(N2CCN(C(=O)CN3C(=O)NC(C)(C4CC4)C3=O)CC2)c1C (configuration not stated)
1,COc1ccc(CNC(=O)CN2C(=O)NC(c3ccccc3)(c3ccccc3)C2=O)cc1OC
7,O=C(Cc1ccc(NC(=O)C2CCCN(C(=O)C3CCCC3)C2)cc1)Nc1cccc(C(=O)N2CCCCC2)c1 (configuration not stated)
3,O=C(Oc1cccc2c(O)cccc12)c1ccco1
5,CNC(=O)c1sc(N2N=C3/C(=C\c4ccccc4)CCCC3C2c2ccccc2)nc1C (configuration not stated)
3,CCCN(C(=O)c1cn(-c2ccccc2)nc1-c1ccc(OC)cc1)C1CCS(=O)(=O)C1 (configuration not stated)
-7,CC1CCN(C(=O)c2[nH]cnc2C(=O)N(C)Cc2ccccc2)CC1
-16,CCCCn1c(O)c(N=Nc2ccccc2O)c2ccccc21
1,O=C(CN1C(=O)NC2(CCCCCCC2)C1=O)NCc1ccc(F)cc1
1,CCOc1ccc(S(=O)(=O)Nc2ccc(C(=O)NCC(c3ccc(OC)cc3)N3CCOCC3)cc2)cc1 (configuration not stated)
-1,COc1cc(OC)cc(-c2c(C#Cc3ccsc3)c3cc(-c4ccc5c(c4)OCO5)ccc3n2C)c1
1,O=C(c1cccc(S(=O)(=O)Nc2ccc(F)cc2)c1)N1CCOCC1
-2,O=C(Nc1ccc(C2=CN(Cc3ccccc3)CCC2=O)cc1)OCc1ccccc1
5,CC(C)CN(C(=O)Cn1c(Cl)nc2c1c(=O)n(C)c(=O)n2C)C1CCS(=O)(=O)C1 (configuration not stated)
3,CC(OC(=O)CCN1C(=O)C2CC=CCC2C1=O)C(=O)c1ccc(F)cc1 (configuration not stated)
4,N#Cc1ncccc1CCc1cccc(Cl)c1
-1,CCC1(CC)NC(=O)N(CC(=O)OC(C)C(=O)Nc2ccccc2OC)C1=O (configuration not stated)
0,CCNc1nc(NCC)n2c(SCC(=O)Nc3ccc(OC)c(OC)c3)nnc2n1
5,COc1ccc(S(=O)(=O)N(C)C)cc1NC(=O)c1ccc(OCC(=O)N2CCOCC2)c(OC)c1
-1,CCCN(CC(=O)Nc1ccc(F)c(F)c1F)C(=O)Cc1ccc(OC)c(S(=O)(=O)N2CCOCC2)c1
-6,Cc1ccc(S(=O)(=O)N2CCCCC2)cc1NC(=O)CCc1nc2ccccc2c(=O)[nH]1
5,NC(=O)C1CCN(C(=O)CNC(=O)c2ccc(Br)o2)CC1
-4,CCc1noc(C)c1C(=O)Nc1cc(C(F)(F)F)ccc1-n1cncn1
6,CC1(C)C(=O)Nc2ccccc2N1C(=O)COC(=O)CNS(=O)(=O)c1ccc(Br)cc1Cl
-2,CCOC(=O)[C@H]1[C@H]2COc3ccc(Br)cc3[C@@H]2N2C(=O)[C@H](C)NC(=O)[C@@]12C
-5,O=C(COC(=O)CC1SC(N2CCCC2)=NC1=O)Nc1ccc(Br)cc1 (configuration not stated)
5,CCN(C(=O)CSc1n[nH]c(N)n1)c1cccc2ccccc12
-3,CC(C#N)Sc1ccc(S(=O)(=O)N2CCCCC2)cn1 (configuration not stated)
5,CS(=O)(=O)c1ccc(C(=O)NNC(=O)c2ccccc2-n2cccc2)cc1
0,COc1ccc(/C=C2\Oc3ccccc3C2=O)cc1
6,O=C(NCC(c1ccco1)N1CCCC1)c1cccc(NS(=O)(=O)c2ccc(Br)cc2)c1 (configuration not stated)
3,NC(=O)C1(Nc2ccccc2)CCCC1
12,COc1cc2c(cc1OC)CN(C(=O)c1ccc(OC)c(S(=O)(=O)N3CCCC3)c1)CC2
-1,Cc1cc(=O)oc2c(C)cc(C(C)(C)C)cc12
-7,O=C(CCNS(=O)(=O)c1ccccc1)NNC(=O)c1csc(N2CCOCC2)n1
2,COc1ccc(S(=O)(=O)N2CCOCC2)cc1C(=O)N(C)CCOc1ccc(Cl)cc1
3,CCCn1c(SCC(=O)Nc2ccc3c(c2)OCCO3)n[nH]c1=O
-1,CCOc1ccc(CCN2C(=O)C(=O)N([C@@H](Cc3ccc(O)cc3)CN3CCC[C@@H]3CN3C(=O)C(=O)NC[C@@H]3Cc3ccccc3)C[C@@H]2Cc2ccccc2)cc1
5,CC1(NC(=O)CCc2ccccc2)CCN(CCCc2ccccc2)C1=O (configuration not stated)
7,CCSC1OC(C(COC(C)=O)OC(C)=O)C(OC(C)=O)C1NC(C)=S (configuration not stated)
6,CC(C)(C)OC(=O)N1CCC(NC(=O)c2[nH]cnc2C(=O)Nc2ccccc2)CC1
0,CSCCC(NC(=O)COc1ccccc1)C(=O)OCCOc1ccc(Br)cc1 (configuration not stated)
6,NS(=O)(=O)c1cc(C(=O)OCC(=O)Nc2ccc3c(c2)OCO3)ccc1Cl
1,CC1C(=O)N2CCCc3cc(S(=O)(=O)NCc4ccc(F)cc4)cc1c32 (configuration not stated)
0,c1ccc(C[C@H]2CN=C(Nc3ccccc3)N2CC2CCC2)cc1
2,CC(=O)N/C(=C\c1ccccc1)C(=O)OCC(=O)Nc1cc(S(=O)(=O)N(C)C)ccc1C
2,O=C(COc1ccc(Cl)cc1Br)OCC(=O)c1ccc[nH]1
-1,COc1cc(S(=O)(=O)Nc2ccccc2N2CCCCC2)ccc1NC(C)=O
4,O=C1c2ccccc2/C(=C\C#Cc2ccccn2)N1c1ccccc1
5,C#CCOCCOCCOCCNc1nc(N2CCN(C(=O)[C@H](CCCCN)n3cc(CN)nn3)CC2)nc(N2CCN(C(=O)[C@H](CO)n3cc([C@@H](N)C(C)C)nn3)CC2)n1
3,Cn1c(SCC(=O)NN2C(=O)NC(C)(c3ccccc3)C2=O)nnc1-c1ccncc1 (configuration not stated)
4,O=C(NCc1nnnn1-c1ccc(Cl)cc1)c1ccc(Br)o1
2,O=C(CSc1nnc(-c2cccs2)n1C1CC1)NCC1CCCO1 (configuration not stated)
6,CCc1noc(C)c1C(=O)Nc1ccc(Cl)c(S(=O)(=O)N2CCCCC2)c1

(list continues)
IDE act,structure
-2,CCOc1ccc(NC(=O)CN(C)C(=O)Cn2cnc3c2c(=O)n(C)c(=O)n3C)cc1OCC
5,CCCN(C(=O)COC(=O)CCOc1ccccc1)c1c(N)n(Cc2ccccc2)c(=O)[nH]c1=O
1,O=C(Nc1ccc(Cl)cc1)c1nc[nH]c1C(=O)N1CCc2ccccc2C1
-1,O=C1C=C(c2ccc(F)nc2)C[C@@H](c2ccc3c(c2)OCO3)C1
1,COc1cc(/C=C/C(=O)OCC(=O)N2CCN(S(=O)(=O)c3ccc(C)cc3C)CC2)cc(Cl)c1OC
-5,COc1ccc([C@@H]2CC=C(C(=O)O)[C@H](c3cccc(Cl)c3)N2S(=O)(=O)c2ccc(Cl)cc2)cc1
3,COc1ccc(CNC(=O)CCNS(=O)(=O)c2ccc(NC(C)=O)cc2)cc1OC
-2,CCc1sc(C(=O)Nc2ccc(N3CCOCC3)cc2)cc1C
1,COC(=O)c1ccc(/C=C/c2c(-c3ccc(OC)cc3)sc3ccccc23)cc1
0,Cc1ccc(C([O-])=C(C(=S)NCc2ccccc2)[n+]2cccc(CO)c2)cc1[N+](=O)[O-]
2,COc1ccc(NS(=O)(=O)c2cccc(C(=O)NCC(c3ccccc3OC)N3CCCC3)c2)cc1 (configuration not stated)
4,COc1cccc(CC(=O)Nc2cc(S(=O)(=O)N3CCOCC3)ccc2N2CCN(C)CC2)c1
2,C[C@H](N)C(=O)NC[C@H]1O[C@@H](n2cnc3c(N)ncnc32)[C@H](O)[C@@H]1O
2,Cc1cccc(NC(=O)COc2coc(CN3CCN(c4ccccc4)CC3)cc2=O)c1
1,CC(C(=O)NCC(=O)Nc1ccc(F)c(F)c1F)N1CCN(c2ccc(O)cc2)CC1 (configuration not stated)
6,COc1cc(C(=O)N2CCCCC2)ccc1OCC(=O)Nc1ccc(F)cc1
0,CN(C(=O)c1ccc(NC(=O)C2CCN(C(=O)OC(C)(C)C)CC2)cc1)C1CCC1
6,N#Cc1cccc(C(=O)OCC(=O)c2ccc3c(c2)NC(=O)CO3)c1
2,CN(Cc1ccc(C(C)(C)C)cc1)C(=O)C1CSC2(C)CCC(=O)N12 (configuration not stated)
1,CC1CCN(C(=O)CN2C(=O)NC(C)(c3ccc4ccccc4c3)C2=O)CC1 (configuration not stated)
-6,O=C(Nc1cccc(Cl)c1)c1nc[nH]c1C(=O)NCCN(CCNC(=O)c1[nH]cnc1C(=O)Nc1cccc(Cl)c1)CCNC(=O)c1[nH]cnc1C(=O)Nc1cccc(Cl)c1

Sorted by formula weight (largest number first): some entries from above
IDE act,structure
-6,O=C(Nc1cccc(Cl)c1)c1nc[nH]c1C(=O)NCCN(CCNC(=O)c1[nH]cnc1C(=O)Nc1cccc(Cl)c1)CCNC(=O)c1[nH]cnc1C(=O)Nc1cccc(Cl)c1
-5,COc1ccc([C@@H]2CC=C(C(=O)O)[C@H](c3cccc(Cl)c3)N2S(=O)(=O)c2ccc(Cl)cc2)cc1
2,COc1ccc(NS(=O)(=O)c2cccc(C(=O)NCC(c3ccccc3OC)N3CCCC3)c2)cc1 (configuration not stated)
4,COc1cccc(CC(=O)Nc2cc(S(=O)(=O)N3CCOCC3)ccc2N2CCN(C)CC2)c1
5,CCCN(C(=O)COC(=O)CCOc1ccccc1)c1c(N)n(Cc2ccccc2)c(=O)[nH]c1=O
1,CC(C(=O)NCC(=O)Nc1ccc(F)c(F)c1F)N1CCN(c2ccc(O)cc2)CC1 (configuration not stated)
2,Cc1cccc(NC(=O)COc2coc(CN3CCN(c4ccccc4)CC3)cc2=O)c1
0,CN(C(=O)c1ccc(NC(=O)C2CCN(C(=O)OC(C)(C)C)CC2)cc1)C1CCC1
1,COC(=O)c1ccc(/C=C/c2c(-c3ccc(OC)cc3)sc3ccccc23)cc1
6,COc1cc(C(=O)N2CCCCC2)ccc1OCC(=O)Nc1ccc(F)cc1
1,O=C(Nc1ccc(Cl)cc1)c1nc[nH]c1C(=O)N1CCc2ccccc2C1
1,CC1CCN(C(=O)CN2C(=O)NC(C)(c3ccc4ccccc4c3)C2=O)CC1 (configuration not stated)
2,CN(Cc1ccc(C(C)(C)C)cc1)C(=O)C1CSC2(C)CCC(=O)N12 (configuration not stated)
2,C[C@H](N)C(=O)NC[C@H]1O[C@@H](n2cnc3c(N)ncnc32)[C@H](O)[C@@H]1O
6,N#Cc1cccc(C(=O)OCC(=O)c2ccc3c(c2)NC(=O)CO3)c1
-2,CCc1sc(C(=O)Nc2ccc(N3CCOCC3)cc2)cc1C
-1,O=C1C=C(c2ccc(F)nc2)C[C@@H](c2ccc3c(c2)OCO3)C1

From PubChem

An excerpt; rates above refer to the full screens.
